EPAC2 ag – activates human EPAC2 exchange factor; Q8WZA2; EPAC2 activation, biochemical qHTS; response scale: 100% = 6.5 mM cAMP response; Potency, µM (doses to about 154 µM), inactives show at the highest dose activation, most hits filed as activators; 360,000 tested, 0.079% active; also: potency is read from the fitted curve at half-maximal effect; nearly all actives have a fitted effect of over 50% in size
Target sequence (Q8WZA2 whole entry, looked up): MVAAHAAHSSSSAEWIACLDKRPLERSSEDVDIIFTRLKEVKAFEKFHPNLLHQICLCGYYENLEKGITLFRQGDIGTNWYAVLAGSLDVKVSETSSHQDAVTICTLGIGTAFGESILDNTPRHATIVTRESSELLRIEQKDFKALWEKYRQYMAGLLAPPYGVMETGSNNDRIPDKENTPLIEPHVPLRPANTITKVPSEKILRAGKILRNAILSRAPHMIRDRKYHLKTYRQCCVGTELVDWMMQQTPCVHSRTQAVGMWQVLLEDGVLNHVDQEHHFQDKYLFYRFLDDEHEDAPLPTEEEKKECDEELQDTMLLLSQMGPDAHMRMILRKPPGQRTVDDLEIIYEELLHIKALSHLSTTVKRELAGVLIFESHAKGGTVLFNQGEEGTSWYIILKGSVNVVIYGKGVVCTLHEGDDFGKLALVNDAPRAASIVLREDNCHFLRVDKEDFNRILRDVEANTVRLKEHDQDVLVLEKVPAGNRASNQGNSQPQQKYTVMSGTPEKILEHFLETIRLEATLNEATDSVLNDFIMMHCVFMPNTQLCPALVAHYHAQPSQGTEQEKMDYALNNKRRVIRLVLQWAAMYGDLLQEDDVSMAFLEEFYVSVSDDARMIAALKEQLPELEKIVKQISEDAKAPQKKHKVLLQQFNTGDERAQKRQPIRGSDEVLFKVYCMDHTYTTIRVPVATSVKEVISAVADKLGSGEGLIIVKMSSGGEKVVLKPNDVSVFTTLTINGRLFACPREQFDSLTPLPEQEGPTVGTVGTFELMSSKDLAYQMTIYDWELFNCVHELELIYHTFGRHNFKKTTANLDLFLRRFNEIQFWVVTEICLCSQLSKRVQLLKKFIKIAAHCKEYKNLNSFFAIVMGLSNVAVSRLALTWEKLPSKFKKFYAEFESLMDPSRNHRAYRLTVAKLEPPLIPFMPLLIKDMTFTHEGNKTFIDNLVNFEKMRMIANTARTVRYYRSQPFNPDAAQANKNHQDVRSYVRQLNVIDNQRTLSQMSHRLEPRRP
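Guanine nucleotide exchange by EPAC2 is measured as reduced fluorescence of BODIPY-GDP once it is released from 250 nM Rap1B. Plates are read kinetically for 30 min at room temperature; results are scaled to 6.5 mM cAMP.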
CCT chaperon mod – modulators of cytosolic chaperonin (CCT/TRiC) activity; purified chaperonin ATPase assay, HTRF ADP detection, 30 min; activity change, % (no concentration beside the values), hits read low; 360,000 tested, 0.3% active; AID 651819; in the data active = activity change below about -30%; also: % is scaled to controls: 0 for no effect and ±100 for the full control effect
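TRiC at 40 or 20 nM final (batch-dependent) in 30 mM Tris pH 7.4, 100 mM KCl, 5 mM MgCl2, 1 mM DTT, with compound at single 76 uM and 10 uM ATP, 30 min at 37 deg C. ADP detected by HTRF Transcreener, 665/615 ratio.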
A549 viability – kills or reduces viability of A549 cells in Nrf2 counter-screen; A549 ARE-Fluc cells, CellTiter-Fluor viability, 18-24 h; Potency, µM (titrated, usually from 46 µM), without a hit: at the top dose activity change, negative = cytotoxicity, hits mostly inhibitors; 390,000 tested, 0.16% active; AID 504648; also: potency is read from the fitted curve at half-maximal effect; % is scaled to controls: 0 for no effect and ±100 for the full control effect
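A549 ARE-Fluc cells in 5% FBS OPTI-MEM, 5000 cells/well, rested 2 h then exposed to compounds in concentration-response for 18-24 h at 37 °C. Viability by CellTiter-Fluor fluorescence (Ex 405/Em 525) after 30 min; luciferase luminescence (BugLite, 15 min, RT) read afterwards.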
pAkt inh – Akt phosphorylation inhibition. Neuro2A IGF-stimulated pAkt S473 HTRF, 20 min; hits give low values. activity change, % for hits at 50 µM. 360,000 tested, 0.32% active; in the data active = activity change below about -80%; inconclusive = mostly about -51% to -80%; also: % is scaled to controls: 0 for no effect and ±100 for the full control effect
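Neuro2A cells (4,500/well, DMEM with 0.5% FBS) were treated with compound at a single 50 µM final concentration, stimulated with 6 nM IGF for 20 min at 37 °C, and lysed. Phospho-Akt Ser473 was read by HTRF as 665/615 ratio ×10^4.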
Mm-Cpn inhibitor – inhibitors of Methanococcus maripaludis chaperonin (MmCpn) | purified Mm-Cpn ATPase, ADP Transcreener TR-FRET | Potency, µM (top dose mostly 76.9 µM), for inactives: at the highest dose activity, negative = inhibition, most hits filed as inhibitors | 330,000 tested, 0.031% active | AID 504842; also: potency is read from the fitted curve at half-maximal effect; % is scaled to controls: 0 for no effect and ±100 for the full control effect; nearly all actives have a fitted effect of over 80% in size
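Measured: ADP formation by purified Mm-CPN. Conditions: 25 nM protein, 10 uM ATP, Tris pH 7.4 with Mg2+, K+ and DTT, 37°C for 30 min. Detection: Transcreener HTRF after 30 min at room temperature.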
Nrf2 block – Nrf2 pathway inhibition | A549 ARE-Fluc reporter, luciferase luminescence, 18-24 h | Potency, µM (doses to about 46 µM), without a hit: at the highest dose activity change, negative = inhibition, hits mostly inhibitors | 360,000 tested, 2.1% active; also: potency is read from the fitted curve at half-maximal effect; % is scaled to controls: 0 for no effect and ±100 for the full control effect; nearly all actives have a fitted effect of over 60% in size
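Reporter: ARE-Fluc in A549. Exposure: 18-24 h, 37 °C, 5% CO2, 5% FBS OPTI-MEM. Readouts: fluorescent cytotoxicity (CellTiter-Fluor), then luminescent Nrf2 signal after BugLite.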
TGFb inhibitor – blocks TGF-b signaling; HepG2 CAGA-GFP TGF-b/SMAD3 reporter, GFP fluorescence, 18 h; TGF-beta stimulated, 500 pg/mL final; Potency, µM (top dose mostly 46.1 µM), without a hit: top-dose activity, negative = inhibition, usual class: inhibitors; 410,000 tested, 1.2% active; also: potency is read from the fitted curve at half-maximal effect; % is scaled to controls: 0 for no effect and ±100 for the full control effect; nearly all actives have a fitted effect of over 65% in size
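HEPG2 CAGA-GFP, 1000 cells/well; 2 h settle, 37 C; cpd via pin tool; TGF-b 500 pg/mL final; 18 h, 37 C; GFP imaging ex488/em500-530; %Activity normalised to -TGF-b and +DMSO controls; CRC fit, curve class.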
EPAC2 antagonist – EPAC2 (human) antagonism. EPAC2 GEF exchange of Rap1B-BODIPY-GDP, fluorescence. Potency, µM (doses to about 114 µM), for inactives: top-dose activity, negative = inhibition, hits mostly inhibitors. 360,000 tested, 0.18% active; also: potency is read from the fitted curve at half-maximal effect; % is scaled to controls: 0 for no effect and ±100 for the full control effect; nearly all actives have a fitted effect of over 45% in size; many of its hits are not listed in these tables
Nrf2 activator – activators of Nrf2 (ARE) signaling. AREc32 ARE-luciferase reporter (MCF7-derived line), luminescence, 24 h. Potency, µM (highest dose often 46.1 µM), inactives show top-dose activation, actives largely listed as activators. 410,000 tested, 0.31% active; also: potency is read from the fitted curve at half-maximal effect; % of control where 0% means no effect; nearly all actives have a fitted effect of over 65% in size
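ARE-driven firefly luciferase activity in AREc32 cells measured after a 24 hr compound exposure at 37 deg C, using Steady-Glo reagent and a 30 min room-temperature hold.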
Active calls of the source: *; i = inactive; ? = inconclusive; . = no result given; [ ] = another dose, or the depositor's remark. Unless noted, calls follow the shape of the dose curve; as a rule, active = well fitted curve in the direction sought with a large enough effect; inconclusive = small, poorly fitted or top-dose-only effect, or another doubt; inactive = no such curve, though single readings can be large; an effect the other way counts as inactive or inconclusive. This is a subset; count on the stated rates, not on these rows.

SMILES	EPAC2 ag	CCT chaperon mod	A549 viability	pAkt inh	Mm-Cpn inhibitor	Nrf2 block	TGFb inhibitor	EPAC2 antagonist	Nrf2 activator
Cc1cccc(-n2c(/C=C/c3ccccn3)nc3ccccc3c2=O)c1	9%	-38*	-13%	i	-3%	?	-2%	7%	2.3%
COc1cc(C(=O)NC(=S)N2C[C@H]3C[C@H](C2)c2cccc(=O)n2C3)cc(OC)c1OC	3%	-0.5	5%	i	0%	-12%	0%	-13%	0.4%
COC1=C[C@@H]2C3=C([C@@H]2C1=O)[C@@H](NC(C)=O)CCc1cc(OC)c(OC)c(OC)c13	5%	-2.2	-2%	i	-6%	3%	2%	?	-1.0%
COC(=O)C1=C(c2ccc(C(C)=O)cc2)C[C@@H]2CC[C@H]1N2C(=O)NC(C)C	4%	-0.3	0%	i	3%	-1%	4%	-2%	0.1%
O=C(Cc1c[nH]c2ccccc12)Nc1nccs1	-3%	0.7	4%	i	0%	?	-1%	-4%	2.7%
CC(CC(C#N)(c1ccccc1)c1ccccc1)N1CCCCC1 (stereo unspecified)	13%	1.2	1%	i	.	4%	0%	-12%	3.0%
C[C@@H]1CN([C@H](C)CO)C(=O)c2cc(NC(=O)Nc3ccc(C(F)(F)F)cc3)ccc2O[C@H]1CN(C)S(=O)(=O)c1cccs1	7%	1.0	-18%	i	2%	?	?	-10%	-1.0%
COC(=O)C1=C(c2ccc(OC(F)(F)F)cc2)C[C@@H]2CC[C@H]1N2C(=O)NCc1ccc(F)cc1	-6%	0.6	?	i	2%	?	?	-22%	-0.5%
CCOP(=O)(OCC)C(NC(=O)Nc1ccc(C)c(Cl)c1)c1ccccc1 (stereo unspecified)	4%	-1.1	-17%	i	0%	?	-30%	1%	3.8%
O=C(CCc1nnc2ccc(NCc3ccccc3)nn12)N1CCC2(CC1)OCCO2	-1%	0.6	-2%	i	4%	-21%	11%	2%	-0.2%

Looked up above.
In TGFb inhibitor, O=C(CCc1nnc2ccc(NCc3ccccc3)nn12)N1CCC2(CC1)OCCO2 reads 11%
In A549 viability, COC1=C[C@@H]2C3=C([C@@H]2C1=O)[C@@H](NC(C)=O)CCc1cc(OC)c(OC)c(OC)c13 reads -2%

More compounds:
SMILES	EPAC2 ag	CCT chaperon mod	A549 viability	pAkt inh	Mm-Cpn inhibitor	Nrf2 block	TGFb inhibitor	EPAC2 antagonist	Nrf2 activator
Cc1ccc(NC(=O)Cn2cc(C(=O)c3ccccc3)c3ccccc32)cc1	.	.	3%	.	.	?	?	.	2.2%
CCOC(=O)CSc1ccc(C(=O)N2CCC3(CC2)OCCO3)cc1[N+](=O)[O-]	4%	0.3	-6%	i	1%	-16%	7%	11%	-0.5%
C[C@]12CCC(=O)C=C1CCC1C2CC[C@@]2(C)C1CC[C@@]2(O)CC#N (stereo partly specified)	14%	2.8	-1%	i	1%	15%	-23%	12%	-0.3%
N[C@@H]1CC[C@@]2(O)[C@H]3Cc4ccc(O)c5c4[C@@]2(CCN3CC2CC2)C1O5 (stereo partly specified)	10%	-2.2	-17%	i	-2%	2%	-17%	3%	-1.3%
CC(=O)NN1C(=O)c2ccccc2NC1c1cccnc1 (stereo unspecified)	7%	-3.5	7%	i	-1%	11%	-4%	4%	-1.3%
C=C1[C@H]2CC[C@H]3[C@]4(C)C[C@H](O[C@@H]5OC(CO)[C@@H](OSOOO)[C@H](OS(=O)(=O)O)[C@H]5OC(=O)CC(C)C)C[C@@H](C(=O)O)[C@H]4CC[C@]3(C2)[C@H]1O (stereo partly specified)	6%	-2.5	1%	i	?	2%	14%	25%	0.4%
CCc1nc2ccccc2c(=O)n1-c1cccc(OC)c1	2%	-0.4	-17%	i	.	1%	-26%	-3%	-0.2%
Cn1c(O)c(C(c2ccncc2)c2c(O)n(C)c(=S)n(C)c2=O)c(=O)n(C)c1=S	9%	0.6	4%	i	-1%	-19%	-4%	1%	0.2%
NCC(O)c1ccc(O)cc1 (stereo unspecified)	3%	0.8	4%	.	-1%	-7%	-1%	-19%	-0.7%
COc1ccc(C)cc1NC(=O)N(Cc1ccc2c(c1)OCO2)C1CCN(Cc2ccccc2)CC1	.	.	-18%	.	.	9%	-3%	.	0.2%
COC(=O)C(O)(c1ccc(NC(=O)Oc2ccccc2)cc1)C(F)(F)F (stereo unspecified)	5%	-1.5	-3%	i	1%	15%	-5%	-3%	0.5%
Cc1c(N=Nc2c(O)[nH]c(=O)[nH]c2=O)c(=O)n(-c2ccccc2)n1C	-2%	-0.1	?	i	-3%	-4%	1%	-8%	0.2%
Cc1ccc(-c2nc3ccccc3c(=O)n2-c2ccc(O)cc2)cc1	1%	2.7	-13%	i	0%	-27%	-9%	-25%	-0.5%[9.22 µM]
COP(=O)(OC)C(Nc1ccccc1)c1ccccc1 (stereo unspecified)	9%	0.4	-1%	i	-1%	-8%	15%	6%	0.3%
COc1cccc(NP(=O)(Oc2ccccc2Cl)Oc2ccccc2Cl)c1	10%	-3.2	-11%	i	3%	?	?	?	2.1%
Nc1c(C(=O)Nc2ccc(OC(F)(F)F)cc2)sc2nc3c(cc12)N1CCC3CC1	.	.	-13%	.	.	6.5µM*	-25%	.	0.6%
COc1cc2nc(CN3CC=C(c4ccccc4)CC3)[nH]c(=O)c2cc1OC	-7%	-1.7	?	i	.	2.3µM*	?	3%	-0.4%
COc1cccc(C2CCN(CC(=O)Nc3cc(Cl)ccc3OC)CC2O)c1 (stereo unspecified)	9%	-0.6	-1%	i	0%	-21%	5%	-19%	0.3%
CC1(C)CN2C(c3ccc(Cl)cc3)N2C1 (stereo unspecified)	-1%	-1.5	-6%	i	3%	1%	-19%	-7%	-0.4%
CCN(CC)c1ccc(C=NN2CCCCCC2)cc1	-10%	-2.1	-2%	i	.	?	10%	4%	2.8%
Cc1ccc(C(C)C)cc1OCC(=O)Nc1nnc(C2CC2)s1	5%	-0.7	-5%	i	-1%	?	31%	0%	0.1%
O=C(c1ccc2nc(-c3ccco3)c(-c3ccco3)nc2c1)N1CCC2(CC1)OCCO2	0%	-0.5	-1%	i	-1%	-13%	-8%	6%	9.0%
COc1ccc(C(=O)OC2C[C@H]3CC[C@@H](C2)N3O)cc1OC (stereo partly specified)	1%	-3.3	1%	i	1%	-11%	25%	0%	-0.1%
c1ccc2c(c1)CSc1ccccc1C2C1=NCCN1 (stereo unspecified)	7%	-0.7	-8%	i	0%	2%	3%	9%	-1.0%
O=C(O)CSC(=S)N1CC2CC(C1)c1cccc(=O)n1C2 (stereo unspecified)	5%	0.4	9%	i	0%	18%	2%	-6%	0.3%
COc1cc2occc2c2oc(=O)ccc12	7%	-0.5	0%	i	0%	-3%	0%	8%	0.7%
O=C(c1cc(-c2ccc(Cl)cc2)n(-c2ccc(Cl)cc2Cl)n1)N1CCOCC1	10µM*	2.1	-3%	.	0%	?	?	-17%	-0.1%
N[C@@H](Cc1ccc(N(CCCl)CCCl)cc1)C(=O)O	0%	-0.3	-10%	i	1%	-20%	33%[activator]	-9%	0.8%
CN(C)CCCN=Cc1c(O)n(CCc2ccccc2)c(=O)[nH]c1=O	-6%	0.3	4%	i	0%	5%	11%	5%	2.1%
C[C@]12CCC3C(CC[C@H]4C[C@@H](O)[C@H](O)C[C@]34C)C1CC[C@@H]2O (stereo partly specified)	1%	-1.7	0%	i	-2%	7%	12%	6%	0.3%
COC1C(O)C(C)OC(OC2CCC3(C=O)C(CCC4C3CCC3(C)C(C5=CC(=O)OC5)CCC43O)C2)C1O (stereo unspecified)	-1%	-1.7	?	i	.	0.023µM*	0.35µM*	11%	-1.5%
COC(=O)C(O)(c1c(C)[nH]n(-c2ccccc2)c1=O)C(F)(F)F (stereo unspecified)	1%	-5.4	12%	i	0%	0%	?	-4%	3.8%
CCCCn1c(O)c(C(CC)=Nc2ccc(OC)cc2OC)c(=O)[nH]c1=O	16%	-0.3	-16%	i	0%	?	-11%	-3%	0.1%
CN(C)S(=O)(=O)c1ccc(C(=O)NNc2nc(-c3ccccc3)c3cc(Br)ccc3n2)cc1	-1%	0.8	-20%	i	1%	13µM*	6%	-1%	5.0%
CCCCn1c(=O)c(C(=O)Nc2ccccc2)c(O)c2ccccc21	-2%	-0.7	1%	i	-7%	9%	22%	-4%	4.6%
O=C1NC(=O)C(CCc2ccncc2)(CCc2ccncc2)C(=O)N1Cc1ccc(F)cc1	5%	-2.4	0%	i	2%	-8%	-12%	-3%	-0.1%
CC=C(C)C(=O)OC1CCN2CC=C(COC(=O)C(O)(C(C)OC)C(C)(C)O)C12 (stereo unspecified)	8%	-1.6	-1%	i	.	-10%	-1%	2%	0.2%
O=C(O)c1ccccc1NS(=O)(=O)c1cccc(N=Nc2c(O)[nH]c(=S)[nH]c2=O)c1	10%	-1.4	?	i	-2%	-13%	-1%	-7%	-0.1%
CC(C)c1ccc(NC(=O)CCNC(=O)N2C[C@H]3C[C@@H](C2)c2cccc(=O)n2C3)cc1	5%	-1.6	3%	i	0%	-16%	7%	9%	-0.1%
Cc1cc(Cl)ccc1OCC(=O)N1CCN(C)CC1	0%	-2.9	-2%	i	1%	-7%	-34%	2%	0.1%
O=C(CNC(=O)c1cccc(Cl)c1)Nc1ccc(Br)cc1C(=O)c1ccccc1	6%	0.8	-6%	i	0%	?	?	-8%	-0.4%

Assay outcomes: PubChem, National Center for Advancing Translational Sciences (NCATS)
